GRP78 ERSR act – induces the endoplasmic reticulum stress response in human glioma cells. U87-MG GRP78 promoter luciferase reporter, 16 h. Potency, µM, for inactives: at the top dose activation, most hits filed as activators. actives 0.02% (n = 420,000). AID 602332; also: potency is read from the fitted curve at half-maximal effect; series mostly up to about 76 µM; % of control where 0% means no effect; nearly all actives have a fitted effect of over 35% in size
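Stably transfected U87-MG glioma cells carrying a GRP78-based luciferase sensor; 16 h compound incubation. Luminescence end-point read 10 min after Bright-Glo addition at room temperature.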
LDHA inh – blocks human lactate dehydrogenase A. purified LDHA, NADH/diaphorase-resazurin fluorescence; hits give low values. activity change, % (values are at about 110 or 230 µM). actives 0.15% (n = 480,000). AID 1347041; in the data active = activity change below about -30%; inconclusive = mostly about -25% to -30%;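 also: plate controls were DMSO wells for no effect and wells without enzyme for full effect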
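Enzyme activity of human lactate dehydrogenase 5 (2 nM; 0.06 mM NADH, 0.2 mM pyruvate, 5 min, RT) is measured via a resazurin/diaphorase fluorescence readout of residual NADH.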
Pol eta inh – DNA polymerase eta (human) inhibition; AID 588591; recombinant Pol eta, fluorescent DNA replication assay; Potency, µM (highest dose often 114 µM), for the others: top-dose activity change, negative = inhibition, most hits filed as inhibitors; Q9Y253; actives 1.2% (n = 390,000); also: potency is read from the fitted curve at half-maximal effect; % is scaled to controls: 0 for no effect and ±100 for the full control effect
Target sequence (Q9Y253 whole entry, looked up): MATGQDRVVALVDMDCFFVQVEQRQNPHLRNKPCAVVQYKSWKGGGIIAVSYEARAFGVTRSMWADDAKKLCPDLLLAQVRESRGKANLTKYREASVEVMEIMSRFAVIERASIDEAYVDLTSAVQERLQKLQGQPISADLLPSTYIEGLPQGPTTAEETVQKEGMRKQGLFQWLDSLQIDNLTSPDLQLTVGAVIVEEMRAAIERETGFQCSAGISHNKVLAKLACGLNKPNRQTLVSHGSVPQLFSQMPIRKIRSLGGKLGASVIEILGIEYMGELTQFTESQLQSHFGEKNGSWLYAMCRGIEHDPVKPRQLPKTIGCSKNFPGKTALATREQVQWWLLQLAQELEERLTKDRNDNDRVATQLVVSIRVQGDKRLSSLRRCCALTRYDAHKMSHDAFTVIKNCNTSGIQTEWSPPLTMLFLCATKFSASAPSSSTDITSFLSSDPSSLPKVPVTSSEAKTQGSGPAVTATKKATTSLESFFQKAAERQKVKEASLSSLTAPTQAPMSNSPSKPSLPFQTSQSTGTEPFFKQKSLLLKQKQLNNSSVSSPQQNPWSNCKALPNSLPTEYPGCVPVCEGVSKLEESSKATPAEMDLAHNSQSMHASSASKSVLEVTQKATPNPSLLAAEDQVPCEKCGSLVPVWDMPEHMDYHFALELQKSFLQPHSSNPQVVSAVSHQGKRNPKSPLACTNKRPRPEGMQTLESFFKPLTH
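Pol eta at 10 nM preincubated with compounds 15 min at room temperature; reaction started with fluorescent substrate (50 nM final) and read kinetically at 0 and 10 min.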
Active calls of the source: *; ? = inconclusive; & = joins results of further samples. Unless noted, calls follow the shape of the dose curve; as a rule, active = well fitted curve in the direction sought with a large enough effect; inconclusive = small, poorly fitted or top-dose-only effect, or another doubt; inactive = no such curve, though single readings can be large; an effect the other way counts as inactive or inconclusive.

| Molecule | GRP78 ERSR act | LDHA inh | Pol eta inh |
| --- | --- | --- | --- |
| O=S1(=O)CCN(C2CCCCCCC2)CC1 | -6% | -2 | -9% |
| O=C(c1ccco1)N1N=C(c2ccccc2O)CC1c1cccs1 (configuration not stated) | 1% | 2 | -24% |
| N#CCC(=O)Nc1ccc(C(=O)OCC(=O)Nc2cccc3ccccc23)cc1 | -2% | 3 | -5% |
| CC1(c2ccc(F)cc2)OC(=O)c2c1ccc1ccccc21 (configuration not stated) | -3% | -3 | -27% |
| CC(=O)Nc1ccc2cnn(C(C)=O)c2c1 | -3% | 1 | -4% |
| Cc1ccc(S(=O)(=O)N2CCOCC2)cc1NC(=O)CSc1nnnn1C1CC1 | -6% | 0 | -3% |
| Cc1n[nH]c2ccc(Br)cc2c1=O | -2% | -2 | -4% |
| Cc1ccnn1CCC(=O)N1CCCC(Nc2ccc(C(C)C)cc2)C1 (configuration not stated) | 0% | 3 | -1% |
| CC(C)(C)OC[C@H](NC(=O)c1[nH]cnc1C(=O)Nc1ccccc1F)C(=O)OC(C)(C)C | 7% | 2 | -28% |
| O=C(O)c1sccc1S(=O)(=O)N1CCCCC1 | -5% | -2 | -9% |
| COc1ccc(NC(=O)Nc2ccc3c(c2)C(=O)N([C@H](C)CO)C[C@H](C)[C@@H](CN(C)Cc2ccc(Cl)c(Cl)c2)OCCCC[C@@H](C)O3)cc1 | -5% | 4 | -8% |
| COc1cc(N(C(C)=O)c2ccc(O)c(C(=O)O)c2)c2ncccc2c1 | -2% | 16 | 50µM* |
| Cc1cc(C)n2nc(SCC(=O)NC3(C#N)CCCCC3)nc2n1 | -5% | 0 | -1% |
| CCCCCCCC1=NN(c2ccc(S(=O)(=O)O)cc2)C(=O)C1N=O (configuration not stated) | -4% | -4 | 13% |
| COc1cccc(N2CCN(C(=O)c3cccc(NC(=O)C4=C(C)OCCS4)c3)CC2)c1 | -2% | 1 | -18% |
| Cc1ccc(C(=O)OCC(=O)Nc2cc(Cl)ccc2C#N)o1 | -5% | 0 | -8% |
| C[C@@H]1CN([C@H](C)CO)C(=O)CCCn2cc(nn2)CO[C@H]1CN(C)S(=O)(=O)c1ccc(-c2ccccc2)cc1 | -5% | -2 | -20% |
| COc1ccc(CC(=O)OCC(=O)N2c3ccccc3CC2C)cc1OC (configuration not stated) | -4% | -4 | -20% |
| O=C1C2C3C=CC(C3)C2S(=O)(=O)C2C3C=CC(C3)C12 (configuration not stated) | -3% | 0 | 6% |
| CCCC1NC(=O)c2cccnc2-n2c1nc1ccc(Br)cc1c2=O (configuration not stated) | 1% | 0 | 4% |
| Cn1nnc(NC(=S)NC(=O)c2ccc3ccccc3c2)n1 | 4% | -8 | -17% |
| COc1cccc(CNC(=O)COC(=O)c2ccc(N3CCCC3=O)cc2)c1 | -3% | -6 | -4% |
| CC(C)C1C(=O)N(Cc2cn(CCC3OCCCO3)nn2)CCS(=O)(=O)N1Cc1ccc(-c2ccncc2)cc1 (configuration not stated) | 6% | -2 | -6% |
| CCC(Sc1nc2ccsc2c(=O)n1Cc1ccc(C(=O)O)cc1)C(=O)Nc1cccc(OC)c1 (configuration not stated) | -4% | 0 | 3% |

Reprinted from the part before: six entries, followed by the next part.
| Molecule | GRP78 ERSR act | LDHA inh | Pol eta inh |
| --- | --- | --- | --- |
| O=C1C2C3C=CC(C3)C2S(=O)(=O)C2C3C=CC(C3)C12 (configuration not stated) | -3% | 0 | 6% |
| CCCC1NC(=O)c2cccnc2-n2c1nc1ccc(Br)cc1c2=O (configuration not stated) | 1% | 0 | 4% |
| Cn1nnc(NC(=S)NC(=O)c2ccc3ccccc3c2)n1 | 4% | -8 | -17% |
| COc1cccc(CNC(=O)COC(=O)c2ccc(N3CCCC3=O)cc2)c1 | -3% | -6 | -4% |
| CC(C)C1C(=O)N(Cc2cn(CCC3OCCCO3)nn2)CCS(=O)(=O)N1Cc1ccc(-c2ccncc2)cc1 (configuration not stated) | 6% | -2 | -6% |
| CCC(Sc1nc2ccsc2c(=O)n1Cc1ccc(C(=O)O)cc1)C(=O)Nc1cccc(OC)c1 (configuration not stated) | -4% | 0 | 3% |
| C[C@@H]1CN([C@@H](C)CO)C(=O)CCCn2nncc2CO[C@@H]1CN(C)C(=O)Nc1ccccc1C(F)(F)F | -4% | 1 | -1% |
| COCCNC(=S)Nc1ccc(N2CCOCC2)c(S(=O)(=O)Nc2ccc(Cl)cc2)c1 | -2% | -11 | -9% |
| c1ccc(C2=NC(c3ccccc3)CC2)cc1 (configuration not stated) | 5% | -8 | -17% |
| COc1ccccc1-c1cnc2c(c1)C(=O)N([C@@H](C)CO)C[C@H](C)[C@H](CN(C)C)O2 | -4% | -4 | 10% |
| Cc1cscc(C)c1=S | -2% | -1 | -5% |
| O=C(CCc1nc2ccccc2c(=O)[nH]1)Nc1ccccc1N1CCCCC1 | -3% | -6 | -13% |
| CC(C)(C)c1csc(NC(=O)CCS(=O)(=O)c2ccc(F)cc2)n1 | 0% | 0 | -12% |
| CC(C)Oc1ccc(C(=O)N2CCC(CCC(=O)NC3CC3)CC2)cc1 | -4% | -11 | -6% |
| CCCCCCN1C[C@H](O)[C@@H](n2cc(COC(=O)c3ccccc3)nn2)C[C@@H]1c1ccc(C)cc1 | -2% | -1 | -17% |
| CCOc1ccc(CN(C)C(=O)c2cccc(S(=O)(=O)Nc3ccccc3OC)c2)cc1OC | -4% | -2 | -4% |
| O=C(NCc1cccnc1)c1cc(C(=O)NCc2cccnc2)cc([N+](=O)[O-])c1 | -3% | -7 | -15% |
| O=C(C[C@H]1C[C@@H]2c3cc(NC(=O)c4ccc5c(c4)OCO5)ccc3O[C@@H]2[C@H](CO)O1)NCc1cc(F)ccc1F | 0% | 3 | -20% |
| O[C@H]1C[C@H](c2ccccc2)N(Cc2cccs2)C[C@@H]1n1cc(-c2ccc(F)cc2)nn1 | -13% | 4 | -15% |
| C[C@H]1CN([C@@H](C)CO)C(=O)c2cc(Br)cnc2O[C@H]1CN(C)S(=O)(=O)c1cccs1 | -2% | -17 | -6% |
| Nc1ccc(Oc2ccc(N)c([N+](=O)[O-])c2)cc1[N+](=O)[O-] | -4% | -14 | -14% |
| CC(=O)Nc1ccc(S(=O)(=O)NN=c2sc3ccccc3n2C)cc1N | 1% | -2 | -11% |
| CCc1cc(-c2cnnn2Cc2ccccc2)ccc1-c1cn(CC(C)C)nn1 | ? | 0 | -12% |
| O=S1(=O)CCN(CCCc2ccccc2)CC1 | 1% | -1 | -5% |
| O=C(Nc1cccc(Cl)c1)c1nc[nH]c1C(=O)Nc1ccccc1F | -3% | -1 | 3% |
| O=C(CSc1nnc(CNC(=O)c2c(F)cccc2F)o1)c1ccc(Cl)cc1 | -3% | -3 | -22% |
| Cc1cn([C@H]2C[C@H](O)[C@@H](CNCc3ccc(N4CCN(C)CC4)cc3F)O2)c(=O)[nH]c1=O | -3% | -16 | -19% |
| CCN(CC)C(=O)C1=C(C)N(CCCN2CCCC2=O)C(=O)C(CC(=O)NCc2ccco2)C1 (configuration not stated) | -2% | 2 | -1% |
| CCCCCCN1C[C@@H](O)[C@H](n2cc(-c3ccc(F)cc3)nn2)C[C@@H]1c1ccc(C)cc1 | -5% | 1 | -21% |
| CCN1C(=O)[C@H]2[C@@H](c3ccc(OC)cc3)N[C@]3(CCCN(Cc4ccc(OC)cc4)C3=O)[C@H]2C1=O | -1% | -1 | -2% |
| Cc1cn([C@H]2C[C@H](O)[C@@H](CNCc3cccn3-c3nccs3)O2)c(=O)[nH]c1=O | -4% | 1 | -8% |
| C[C@@H]1CN([C@@H](C)CO)C(=O)CCCn2cc(nn2)CO[C@H]1CN(C)S(=O)(=O)c1cccc(C#N)c1 | 1% | -4 | -23% |
| Cc1ccc(C(=Cc2ccc([N+](=O)[O-])cc2)C(=O)O)cc1 | -3% | -6 | -3% |
| COc1ccc(S(=O)(=O)N2CCCC(C(=O)NCc3cccnc3)C2)cc1C (configuration not stated) | -2% | -2 | -8% |
| C=CCN(Cc1ccc(Br)s1)C(=O)c1ccc(OCc2c(C)noc2C)cc1 | -5% | 1 | -11% |
| O=C(CCCN1CCN(c2ccccc2)CC1)c1ccc(F)cc1 | -7% | 2 | -10% |
| Cc1cn([C@H]2C[C@H](O)[C@@H](CNC=O)O2)c(=O)[nH]c1=O | -3% | 2 | -17% |
| COc1ccc(C(=O)NC(C(=O)N2CCN(C/C=C/c3ccccc3)CC2)C(C)C)cc1 (configuration not stated) | -7% | -3 | -10% |
| C[C@H](CO)N1C[C@H](C)[C@H](CN(C)S(=O)(=O)c2cccc(F)c2)Oc2ncc(-c3cccc(C(=O)N(C)C)c3)cc2C1=O | -3% | -4 | -6% |
| COC(=O)C1=C/CCCN(C(c2ccccc2)c2ccccc2)/C=C\1C(=O)OC | -4% | 4 | -7% |
| COCCNC(=O)C(=O)NCC1CCCN1S(=O)(=O)c1cccs1 (configuration not stated) | -6% | 2 | 0% |
| CC1=C(C(=O)N(C)C)CC(CC(=O)NCc2cccc3ccccc23)C(=O)N1Cc1ccccc1 (configuration not stated) | 0% | -2 | -17% |
| Cc1ccc(S(=O)(=O)CCC(=O)OCC(=O)NCc2ccc(F)cc2)cc1 | -5% | -3 | -1% |
| COc1ccc(C(=O)NC(C)Cc2c[nH]c3ccccc23)cc1 (configuration not stated) | -3% | 1 | -5% |
| CC(=O)c1c(C)[nH]c(C(=O)OCC(=O)N2CCN(c3ccccc3)CC2)c1C | -3% | -1 | -14% |
| COc1ccc(Cl)cc1NC(=O)C1CC(c2ccccc2Cl)=NO1 (configuration not stated) | -6% | -3 | -9% |
| O=C(Nc1ccccc1)c1nc[nH]c1C(=O)Nc1ccccc1F | -5% | -8 | 0% |
| CCN(C(=O)c1c([N+](=O)[O-])cnn1C)c1ccccc1 | -2% | 0 | -3% |
| CCCCCCN1C[C@H](n2cc(C3CC3)nn2)[C@@H](O)C[C@@H]1c1ccc(OC)cc1 | 3% | 5 | -19% |
| Cc1cccc(NC(=O)c2nc[nH]c2C(=O)Nc2cc(Br)ccc2F)c1 | -3% | -3 | 3% |
| C[C@@H]1CCCCO[C@@H](CN(C)C(=O)c2ccncc2)[C@@H](C)CN([C@H](C)CO)C(=O)c2cc(N(C)C)ccc2O1 | -3% | 3 | -9% |
| C#CCN(C[C@@H]1[C@@H](OC(=O)NC2CC2)[C@@H](OC(=O)NC2CC2)CN(C(=O)OC(C)C)N1C(=O)OC(C)C)S(=O)(=O)c1ccc(C)cc1 | -3% | 2 | -8% |
| C[C@H]1CN([C@@H](C)CO)C(=O)CCCn2nncc2CO[C@H]1CN(C)C(=O)c1ccncc1 | 0% | -3 | -21% |
| CCCn1c(N)c(C(=O)CSc2nnc(Cc3cccs3)n2C2CC2)c(=O)[nH]c1=O | 1% | -1 | -18% |

Pol eta inh: entries above that show a hit
| Molecule | GRP78 ERSR act | LDHA inh | Pol eta inh |
| --- | --- | --- | --- |
| COc1cc(N(C(C)=O)c2ccc(O)c(C(=O)O)c2)c2ncccc2c1 | -2% | 16 | 50µM* |

Continued.
| Molecule | GRP78 ERSR act | LDHA inh | Pol eta inh |
| --- | --- | --- | --- |
| CCN(CC)c1ccc(C(=O)NNC(=O)Cn2c(=O)cnc3ccccc32)cc1 | 1% | 3 | -7% |
| Cc1ccc(-c2ccccc2C2=CC(=O)CC(C)(C)C2=O)cc1 | 0% | 4 | -11% |
| CNC[C@@H]1OCc2ccccc2-c2ccccc2C(=O)N([C@H](C)CO)C[C@@H]1C | -3% | -9 | -13% |
| O=C(C1CCCCC1)N1C[C@@H](O)[C@H](n2cc(-c3ccc(F)cc3)nn2)C[C@@H]1c1ccccc1 | -6% | 0 | -31% |
| COCCNC(=O)c1nn2c(C(F)(F)F)cc(-c3ccccc3)nc2c1Br | -1% | -3 | -10% |
| CC1(O)C(c2ccccc2)=Nc2ccccc21 (configuration not stated) | -3% | -2 | -8% |
| CC(=NCc1ccccc1)c1ccc(O)cc1O | -4% | 3 | -13% |
| C[C@H]1CN([C@@H](C)CO)C(=O)c2cc(Br)cnc2O[C@H]1CN(C)C(=O)C1CCC1 | -5% | 1 | -6% |
| CC1=C(C(=O)N(C(C)C)C(C)C)CC(CC(=O)NCc2cccs2)C(=O)N1Cc1ccccc1 (configuration not stated) | -3% | -10 | -5% |
| C[C@@H]1CN([C@H](C)CO)C(=O)CCCn2nncc2CO[C@H]1CN(C)Cc1ccccc1C(=O)O | -2% | 0 | 3% |
| CC1(C)CC(=O)C=C(C(=O)N2CCCC(C(=O)c3cc(F)ccc3F)C2)O1 (configuration not stated) | -2% | -3 | -7% |
| CC(C)(C)N1CC(C(=O)Nc2ccc(C(N)=O)cc2)CC1=O (configuration not stated) | -2% | -7&-1 | -1% |
| CC(=Nc1ccccc1)C1=C(O)C(Cc2cccc(F)c2)NC1=O (configuration not stated) | 6% | -8 | 4% |
| COc1ccc(-c2ccc3c(c2)S(=O)(=O)c2cccc(C(=O)N4CCN(c5ccccn5)CC4)c2C3=O)cc1OC | -5% | 6 | -13% |

Compound activity from PubChem BioAssay.

The list is partial; count on the stated rates, not on these rows.
